Screens: PubChem, Sanford-Burnham Center for Chemical Genomics
tim23-1 inh – growth inhibitors of tim23-1 mutant yeast; S. cerevisiae tim23-1 growth, BacTiter-Glo luminescence, 24 h; inhibition, % at 20 µM; 330,000 compounds, 1.3% hits; AID 463212;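 active means growth inhibition of the mutant yeast at or above 50%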;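 further: temperature-sensitive mutant grown at 25 °C; plate controls were DMSO-treated mutant yeast for no effect and medium wells lacking yeast for full effect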
UPR XBP1 act – activators of adaptive arm of unfolded protein response (XBP1); CHO-XBP1 luciferase reporter, IRE1-XBP1 UPR activation, luminescence; percent of tunicamycin response, DMSO as zero; activation, % at 20 µM; 330,000 compounds, 0.33% hits; AID 463104;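 active means versus positive control, 20 µM dose yields 30% or more activation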;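 further: 100% = tunicamycin at 10 µg/mL and 0% = DMSO only wells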
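Material: CHO cell line with stable XBP1 luciferase reporter; schedule: 16-18 h cell attachment at 37 °C, then 6 h compound exposure; signal: glow luminescence from Steady-Glo reagent; medium: serum-containing F12 medium, 10% FBS; benchmarks: tunicamycin 10 µg/mL and vehicle-only wells; read-out: percent activation relative to tunicamycin reference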
UPR CHOP act – apoptotic UPR (CHOP) activation | CHO-CHOP luciferase reporter, luminescence; percent of tunicamycin response over DMSO baseline | activation, % at 10 µM | 330,000 compounds, 0.34% hits;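 active means at 10 µM dose, activation of 40% or more, normalized to positive control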;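 further: 100% = tunicamycin at 10 µg/mL and 0% = DMSO alone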
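System: CHO CHOP reporter cells. Amount: 500 cells per well. Buffer or medium: F12 medium, 10% FBS. Compound dosing: one dose, 10 µM in 0.5% DMSO. Incubation: 6 h compound exposure at 37 °C after overnight seeding. Technique: Steady-Glo luciferase luminescence. Benchmarks: tunicamycin and DMSO controls.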
CXCR6 block – blocks human CXCR6 beta-arrestin recruitment. O00574. CHO-K1 PathHunter CXCR6 beta-arrestin, luminescence. inhibition, % at 20 µM. 360,000 compounds, 0.36% hits; in the data active means inhibition above about 34%, passing the limit was not always enough;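 further: antagonist mode with CXCL16 agonist at 10 nM final; 0% = 10 nM CXCL16 with DMSO and 100% = unstimulated wells without agonist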
Target sequence (O00574 whole entry, looked up): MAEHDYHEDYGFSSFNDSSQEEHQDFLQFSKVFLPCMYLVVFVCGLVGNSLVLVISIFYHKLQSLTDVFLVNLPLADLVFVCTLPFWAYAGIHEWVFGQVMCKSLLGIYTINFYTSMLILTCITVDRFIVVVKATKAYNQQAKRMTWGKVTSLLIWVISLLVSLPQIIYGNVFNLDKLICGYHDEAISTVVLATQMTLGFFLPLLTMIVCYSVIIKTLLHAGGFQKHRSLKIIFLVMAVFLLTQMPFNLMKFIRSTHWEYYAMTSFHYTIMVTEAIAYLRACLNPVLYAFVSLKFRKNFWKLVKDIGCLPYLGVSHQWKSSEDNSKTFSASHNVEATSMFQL
APJ ag – agonists of human APJ apelin receptor; 330,000 compounds, 0.11% hits; activation, % at 20 µM; CHO-K1 APJ PathHunter beta-arrestin, luminescence; 0% DMSO wells, 100% apelin;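 active means activation more than six SD over the plate average, tested at 20 µM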;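 further: 0% = DMSO alone and 100% = apelin-13 at 10 nM; some results filed as inactive read as strong as hits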
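Assay system – PathHunter CHO-K1 APJ (AGTRL-1) beta-arrestin reporter cells · Compound – one dose, 20 µM compound, 1% DMSO · Timing – compound 90 min 25 °C, reagent 1 h · Measured by – luminescence from split beta-galactosidase complementation, Galacton Star/Emerald II substrate · Measure – beta-arrestin recruitment to APJ as agonist activity, luminescent signal · Benchmarks – DMSO vs Apelin-13 10 nM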
Mdm2-MdmX inh – disrupts the human Mdm2-MdmX interaction; SaOS-2 split-luciferase Mdm2/MdmX complementation, luminescence; inhibition, % at 8 µM; 330,000 compounds, 3% hits; AID 485346;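 active means inhibition of at least 50% at 8 µM in the primary screen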
APJ antagonist – APJ receptor antagonism. P35414. CHO-K1 APJ beta-arrestin complementation, luminescence. inhibition, % at 20 µM. 330,000 compounds, 0.32% hits. AID 2521;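 active means inhibition above about 40% at 20 µM, limit read from the data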;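 further: cells challenged with 10 nM apelin-13 agonist together with compound; plate controls were apelin-13 plus DMSO wells for no effect and DMSO wells lacking apelin-13 for full effect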
CCR6 antag – antagonists of human CCR6 receptor | 340,000 compounds, 0.49% hits | inhibition, % at 20 µM | CHO-K1 CCR6 PathHunter beta-arrestin, luminescence, CCL20-stimulated | AID 493098;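 active means compounds whose inhibition of the agonist-driven luminescence signal at 20 µM reaches about 50%, limit read from the data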;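 further: cells stimulated with CCL20 at 14 nM final; plate controls were DMSO with CCL20 for no effect and DMSO without agonist for full effect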
Target sequence (P51684 whole entry, looked up): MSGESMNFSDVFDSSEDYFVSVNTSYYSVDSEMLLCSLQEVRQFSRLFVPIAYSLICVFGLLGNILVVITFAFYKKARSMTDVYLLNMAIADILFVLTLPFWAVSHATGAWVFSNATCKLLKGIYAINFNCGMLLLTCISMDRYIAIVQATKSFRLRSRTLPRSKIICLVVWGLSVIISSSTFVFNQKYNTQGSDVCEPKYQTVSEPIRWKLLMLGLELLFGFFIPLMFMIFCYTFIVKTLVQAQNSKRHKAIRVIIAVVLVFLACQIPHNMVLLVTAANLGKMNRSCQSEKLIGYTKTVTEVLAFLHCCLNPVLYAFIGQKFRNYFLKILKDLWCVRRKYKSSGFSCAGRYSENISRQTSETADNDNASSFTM
EBI2 block – EBI2 (human) antagonism; P32249; EBI2 beta-arrestin recruitment, luminescence, 7a,25-OHC stimulated; inhibition, % at 5 µM; 360,000 compounds, 0.81% hits; AID 651636; in the data active means inhibition above about 38%;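 further: enzyme fragment complementation signal reports receptor beta-arrestin coupling in cells; 0% = agonist plus DMSO wells and 100% = wells without agonist; some results beyond the cut were filed as inactive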
* = called active by the depositor; / = not tested or not shown. A portion of the library (hit frequency here may not be typical).

Values run as follows: tim23-1 inh, UPR XBP1 act, UPR CHOP act, CXCR6 block, APJ ag, Mdm2-MdmX inh, APJ antagonist, CCR6 antag, EBI2 block
> CC(C)NC(=O)C(=O)NCCN1CCN(C(=O)c2ccc(C(C)(C)C)cc2)CC1
    16, -3, 1.9, -5, -2, -12, 15, 1, -6
> O=C(NC1CCCCC1)C1(c2ccccc2)CC1(Cl)Cl (stereo unspecified)
    20, 0, 2.3, 12, -2, -8, 19, 9, 2
> CC(C(=O)Nc1ccc(S(=O)(=O)N2CCOCC2)cc1)N1C(=O)C2CC=CCC2C1=O (stereo unspecified)
    12, -3, -0.7, -7, 0, -3, -3, 5, -8
> COCCCNc1nc2nonc2nc1N1C[C@H]2CC[C@H]1C2
    -10, 2, -2.4, 8, -3, 44, 6, 5, 3
> O=C(CSc1nc2c([nH]c3ccccc32)c(=O)n1-c1ccccc1)NCC1CCCO1 (stereo unspecified)
    4, -6, 0.2, 53*, -21, 4, 64*, 73*, 33
> COc1ccc(CC(=O)Nc2cc(S(=O)(=O)N3CCCC3)ccc2Cl)c(OC)c1
    25, -2, -2.2, 4, -2, -2, 7, 6, 9
> COC(=O)c1c(NS(=O)(=O)Cc2ccccc2)sc2c1CCCC2
    58*, -3, 0.4, 3, -1, -53, -2, -2, -5
> COc1ccc(S(=O)(=O)Oc2c(OC)cc(C(=S)N3CCOCC3)cc2OC)cc1
    16, -3, 2.6, 2, -4, 11, 10, 1, 8
> O=C(Nc1ccc(C(=O)N2CCCC2)cc1)c1ccc(F)cc1Cl
    8, -4, -0.4, 1, -3, 1, 7, -14, -5
> NC(=O)N/N=C/c1c(F)cccc1F
    6, 0, 1.7, -5, -5, 5, -23, 8, -5
> O=C(NCCN1CCOCC1)c1cc(-c2ccco2)on1
    19, 1, 0.7, 4, -4, 12, 5, 0, -2
> CN(C)CCNC(=O)c1c(O)c2c([nH]c1=O)CCCC2
    16, 0, 0.3, -8, 6, -46, -25, 6, -12
> CS(=O)(=O)c1ccc(C(=O)NNC(=O)c2cc(-c3ccccc3)n[nH]2)cc1
    2, -2, 3.3, -2, -3, 18, 2, 0, 5
> c1ccc(-c2nccnc2-c2ccccc2)cc1
    6, -1, 1.3, 7, 0, 23, 14, 6, 5
> O=C(NCC(c1ccco1)N1CCc2ccccc2C1)c1ccccc1Cl (stereo unspecified)
    19, 0, 0.4, 16, -9, 23, 21, 20, -13
> Oc1c(Cl)cc(Cl)cc1/C=N/c1nccs1
    69*, 3, -1.8, 8, -3, 5, -20, -1, 6
> O=C(O)/C=C/C(=O)Nc1ccccc1C(=O)Nc1ccccc1
    12, 0, 0.6, -2, 0, -14, 6, -1, -6
> COc1ccc(CC(=O)OCC(=O)N2CCCc3ccccc32)cc1
    22, -4, -1.8, -6, -7, 17, -21, 12, -12
> COc1ccccc1NC(=O)NCCN1CCN(C(=O)Nc2ccccc2OC)CC1
    11, -2, 0.5, -6, -3, 11, -5, -12, -2
> CCn1c(NCc2cc(OC)ccc2OC)nc2ccccc21
    -7, 11, 2.6, 6, -11, -1, 21, 9, 2
> Cc1ccc2c(c1)C(=O)N1[C@H]3c4cc(C)ccc4OC[C@@H]3[C@H](c3ccccc3)[C@]1(C)C(=O)N2
    25, 1, 1.1, 6, -2, 54*, 3, -1, 9
> O=C(CSc1nnc(-c2ccc(S(=O)(=O)N3CCCC3)cc2)o1)NCc1ccccc1
    -5, -2, -1.4, 7, -4, 3, -7, 14, 4
> CCc1cc2c(COC(=O)c3c(C)noc3C)cc(=O)oc2cc1O
    -5, 3, 1.9, 9, -7, -13, 10, 9, 3
> COC(=O)C(NC(=O)c1ccc(C)cc1)(Nc1cccc(C)n1)C(F)(F)F (stereo unspecified)
    18, -1, 0.6, 9, 3, 19, 5, 3, -3
> COc1ccc(-c2cc(C(=O)N/N=C/c3ccc(OC)c(COCC(F)(F)C(F)F)c3)c3ccccc3n2)c(OC)c1
    12, -2, -0.7, -6, -3, -10, 5, -6, 5
> O=C1CSC(c2ccccn2)N1c1cccc(Cl)c1 (stereo unspecified)
    10, 1, 0.7, -3, -5, -11, -6, 10, 0
> O=C1C2C3CC(C(Br)C3Br)C2C(=O)N1c1nccs1 (stereo unspecified)
    3, 1, -0.7, -3, -1, 15, 7, 18, -3
> CCSc1nnc(-c2ccc(Cl)cc2)c2ccccc12
    22, 2, -1.8, 12, -2, 6, 14, 6, 8
> COCCCNc1oc(COc2ccc(Cl)cc2Cl)nc1C#N
    12, -4, -0.5, -1, -5, 15, -16, -1, 14
> CCn1nc(NC(=O)c2ccco2)c2cc3ccccc3nc21
    25, 1, 0.2, -1, 3, 14, -12, 17, -34

An excerpt from above in order of the UPR XBP1 act value, descending:
mol	UPR XBP1 act	CXCR6 block	APJ ag	Mdm2-MdmX inh	APJ antagonist	CCR6 antag	EBI2 block
CCSc1nnc(-c2ccc(Cl)cc2)c2ccccc12	2	12	-2	6	14	6	8
O=C1CSC(c2ccccn2)N1c1cccc(Cl)c1 (stereo unspecified)	1	-3	-5	-11	-6	10	0
COc1ccc(CC(=O)Nc2cc(S(=O)(=O)N3CCCC3)ccc2Cl)c(OC)c1	-2	4	-2	-2	7	6	9

(list continues)
Values run as follows: tim23-1 inh, UPR XBP1 act, UPR CHOP act, CXCR6 block, APJ ag, Mdm2-MdmX inh, APJ antagonist, CCR6 antag, EBI2 block
> O=C1NC(c2ccccc2)=C(c2nc3ccccc3s2)C(c2ccc(O)cc2)N1 (stereo unspecified)
    4, 2, 1.6, 1, 0, 45, 8, -1, 4
> CCOc1ccc(Oc2ccc(NC(=O)[C@@H](NC(N)=O)[C@@H](C)CC)cc2)cc1
    -17, 1, 1.7, -1, -4, 36, 5, 2, 4
> COC(=O)NNC(=O)c1ccc(C(C)(C)C)cc1
    9, 2, -0.9, 4, 3, 21, 10, 3, -11
> CC(NC(=S)NNS(=O)(=O)c1cccc([N+](=O)[O-])c1)c1ccccc1 (stereo unspecified)
    4, -1, -0.2, 3, 5, 7, 5, 17, 5
> COc1ccc2c(c1OC)C(=O)N1C2SC[C@H]1C(=O)NCCC(C)C (stereo partly specified)
    9, -1, 0.8, 9, -1, 1, 4, 4, 1
> Cc1nc2ccc(NC(=O)Cc3cccs3)cc2s1
    -7, 3, 3.1, -7, -1, -34, 7, -8, 1
> C#CCOCCOCCOCCNc1nc(N2CCN(C(=O)CCCCCCCCCCNC(=O)[C@H](CCCN=C(N)N)n3cc(C[C@@H](C)CC)nn3)CC2)nc(N2CCN(C(=O)CCCCCCCCCCNC(=O)[C@@H]([C@H](C)CC)n3cc(CCCCCN)nn3)CC2)n1
    32, 14, 19, /, 26, 43, 32, /, /
> CC(C)NC(=O)C(=O)Nc1cc2c3c(c1)C(C)C(=O)N3CCC2 (stereo unspecified)
    -1, -3, -2.0, 0, 2, 16, 1, -8, -6
> COCCN1C(=O)/C(=C/c2ccc(N3CCCC3)cc2C)SC1=S
    2, 2, 5.0, 30, -8, -13, 30, 45, 27
> CC(=O)c1cccc(NC(=O)Cn2nc(-c3ccccc3Cl)ccc2=O)c1
    8, -1, 0.3, -2, 1, 31, -14, 5, 1
> Cc1noc(C)c1S(=O)(=O)N(C)C[C@H]1Oc2ccc(NC(=O)NC(C)C)cc2C(=O)N([C@H](C)CO)C[C@@H]1C
    4, -1, 1.8, -3, -2, 5, 7, 0, -9
> CCN1C(=O)c2ccc(C(=O)NCc3ccco3)cc2C1=O
    -12, 0, 1.7, -6, -7, 8, -12, 1, -6
> COc1ccc(-n2c(SCC(=O)NNC(=O)c3ccccc3C)nnc2-c2ccncc2)cc1
    4, -2, 0.0, -8, -5, -3, -18, -7, 3
> Cc1cc(NCc2ccccn2)ccc1Br
    9, 3, 5.1, -9, -6, 6, 13, 15, -3
> CC(C)Cn1c(-c2csc(C(C)C)c2)n[nH]c1=S
    20, -3, 3.6, 1, -2, 5, 3, -3, 5
> Cc1ccc2c(c1)C(c1ccccc1)CC(=O)O2 (stereo unspecified)
    10, -1, 1.5, 9, -4, 38, 14, 11, -2
> OC(CNCCc1ccc(Cl)cc1)COc1cc(Cl)ccc1Cl (stereo unspecified)
    -39, 0, 0.5, -9, 0, 24, -7, 2, -3
> COc1ccc(N2CCN(CCCNC(=O)Nc3ccccc3)CC2)cc1
    6, -2, 0.3, 7, -3, -17, -26, 5, -8
> COC(C[C@@H](O)[C@@H](C)[C@@H](O)COCc1ccccc1)OC
    1, 0, -1.4, -3, -4, -11, 8, 16, 4
> CCOC(=O)C1C(=O)OC2(CCOC(C)(C)C2)C1C(=O)OCC (stereo unspecified)
    2, -3, -2.2, 7, -1, -4, 0, 6, 2
> O=C(Nc1ccnn1C1CCN(C(=O)Cc2ccccc2F)CC1)C1CC1
    -16, -7, 0.8, -8, -2, 7, -12, 11, 0
> CN(C)C(CNC(=O)c1ccc(S(=O)(=O)NCc2ccco2)cc1)c1ccccc1 (stereo unspecified)
    3, 1, -0.2, 2, -1, -1, 4, 5, -4
> CC(=O)N1CCC(C(=O)OCc2ccc(Cl)cc2)(c2ccccc2)CC1
    4, 2, 0.6, 2, -1, -20, -6, 19, 6
> CC1(c2ccccc2)NC(=O)N(CC(=O)Nc2cc3c(cc2Br)OCCO3)C1=O (stereo unspecified)
    2, 1, 1.2, -8, 2, -8, 0, 4, -2
> NS(=O)(=O)c1ccc(NC(=O)COc2ccc(C(=O)c3ccc(F)cc3)cc2)cc1
    -2, 0, 0.4, -1, -2, 20, -8, 17, 6
> CCNc1nc(N)c(C(=O)c2ccc(Cl)s2)s1
    21, -2, 4.6, 2, -2, 11, 18, -3, -5
> CC(C)C(c1nnnn1C1CCCCC1)N1CCc2ccccc21 (stereo unspecified)
    -7, -3, 1.5, 8, -6, 12, 8, 17, 42
> COCc1cc(C)nc(SCc2ccccc2)c1C#N
    24, -3, 2.2, 4, -2, 4, 8, 22, 0
